Screening results as filed in PubChem.
RPL19A TOR yeast = alters RPL19A-GFP fluorescence in TOR pathway yeast screen | S. cerevisiae RPL19A-GFP strain, flow cytometry, 3 h; stronger effect = lower value | percent response vs DMSO, % at 10 µM | 330,000 tested, 0.3% active | AID 2025;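 active = percent response vs DMSO below 50%; inconclusive = fewer than 70 events counted for the yeast strain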;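 note: median channel GFP fluorescence of the barcoded RPL19A-GFP strain; ratio of sample median GFP to plate DMSO average so 100% = DMSO; lower means less RPL19A-GFP as with rapamycin TOR inhibition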
GRK2 inh = human GRK2 inhibition via aptamer displacement; 330,000 tested, 0.59% active; bead flow cytometry, FAM-aptamer displacement from GRK2; inhibition of aptamer binding, % at 10 µM; P25098;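 active = inhibition of aptamer binding above 40%, roughly 3 SD of noise, on plates passing a quality check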;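 note: median bead fluorescence of bound FAM aptamer so fluorescent compounds give negative values; no value below 0 was filed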
Target sequence (P25098 whole entry, looked up): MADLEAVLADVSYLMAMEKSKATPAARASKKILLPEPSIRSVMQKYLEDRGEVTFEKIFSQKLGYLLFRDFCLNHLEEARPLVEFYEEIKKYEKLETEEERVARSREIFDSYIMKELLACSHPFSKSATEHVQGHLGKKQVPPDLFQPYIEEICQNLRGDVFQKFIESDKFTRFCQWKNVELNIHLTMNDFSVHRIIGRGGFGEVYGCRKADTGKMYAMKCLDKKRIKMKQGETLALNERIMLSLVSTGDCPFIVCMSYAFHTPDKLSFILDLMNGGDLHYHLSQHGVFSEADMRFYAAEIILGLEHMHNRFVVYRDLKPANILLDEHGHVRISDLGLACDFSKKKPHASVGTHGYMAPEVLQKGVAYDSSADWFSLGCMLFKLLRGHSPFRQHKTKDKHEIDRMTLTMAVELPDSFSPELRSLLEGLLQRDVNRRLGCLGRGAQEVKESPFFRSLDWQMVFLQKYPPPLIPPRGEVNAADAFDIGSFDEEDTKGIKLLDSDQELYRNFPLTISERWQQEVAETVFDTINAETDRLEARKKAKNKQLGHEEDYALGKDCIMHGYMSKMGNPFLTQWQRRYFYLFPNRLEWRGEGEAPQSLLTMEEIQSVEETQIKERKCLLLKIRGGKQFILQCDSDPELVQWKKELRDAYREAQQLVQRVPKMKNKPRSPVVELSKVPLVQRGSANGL
LAP4-GFP MLPCN = modulators of TOR pathway LAP4-GFP in S. cerevisiae. S. cerevisiae LAP4-GFP multiplex, flow cytometry GFP, 3 h; median GFP as percent of DMSO wells. 320,000 tested, 0.34% active. GFP response vs DMSO, % at 10 µM. AID 2023;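 active = GFP response vs DMSO above a set limit, about the screen mean plus 3 SD, cut at about 150% in these data; inconclusive = under 70 cell events counted for the yeast strain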
MEP2-GFP yeast = alters MEP2-GFP fluorescence in TOR pathway yeast screen; 330,000 tested, 0.51% active; GFP response vs DMSO, % at 10 µM; AID 2016; S. cerevisiae MEP2-GFP strain, flow cytometry GFP, 3 h; 100% = DMSO control level;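 active = GFP response versus DMSO above a set limit, roughly screen mean plus 3 SD, cut at about 180% in these data; inconclusive = fewer than 70 cells counted for a yeast strain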;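 note: median GFP fluorescence of the barcode-gated MEP2-GFP cells per well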
AGP1 TOR yeast = alters AGP1-GFP fluorescence in TOR pathway yeast screen; S. cerevisiae AGP1-GFP multiplex flow cytometry, 3 h; GFP as percent of DMSO wells; GFP response vs DMSO, % at 10 µM; 320,000 tested, 0.02% active; AID 2066;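 active = GFP response relative to DMSO above a set limit, near screen average plus 3 SD, cut at about 150% in these data; inconclusive = fewer than 70 cells counted for the yeast strain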;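 note: median GFP channel fluorescence of the gated AGP1 strain per well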
CIT2-GFP yeast = yeast TOR pathway CIT2-GFP modulation. GFP response vs DMSO, % at 10 µM. 320,000 tested, 0.065% active. S. cerevisiae CIT2-GFP strain, flow cytometry, 3 h; 100 means same as DMSO wells;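 active = GFP response relative to DMSO above a set limit, near the screen mean plus 3 SD, cut at about 150% in these data; inconclusive = Fewer than 70 cells measured for a yeast strain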;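 note: ratio of well median GFP fluorescence to mean of DMSO wells on the plate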
Yeast superoxide = caloric restriction mimetics inhibiting age-related superoxide in yeast | superoxide response (% of plate mean), % at 10 µM | S. cerevisiae aged cells, superoxide DHE fluorescence; stronger effect = lower value | 330,000 tested, 0.18% active | AID 2690;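 active = superoxide response under a set limit, about three screen SD below normal, cut at about 65% in these data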;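 note: yeast aged for seven days with compound at 30 °C before DHE staining; 100% = average MFI of all compound-treated wells on the plate with controls excluded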
VLA-4 inh = inhibition in a human VLA-4 binding assay; inhibition, % (about 7 µM as worked out from the volumes in the protocol); 330,000 tested, 0.2% active; VLA-4 expressing cells, ligand binding flow cytometry; P13612; in the data active = inhibition above about 50%
* = called active by the depositor; ? = inconclusive; / = no result given; [ ] = dose if it differs, or a comment. Random draw from the library; about 1.7% have a hit in one of these screens.

SMILES	RPL19A TOR yeast	GRK2 inh	LAP4-GFP MLPCN	MEP2-GFP yeast	AGP1 TOR yeast	CIT2-GFP yeast	Yeast superoxide	VLA-4 inh
COc1ccc(C(=O)OCN2C(=O)c3ccccc3C2=O)cc1	98	0	118	110	98	100	83	-3
CCCn1c(N)c(N(CCOC)C(=O)c2ccc([N+](=O)[O-])cc2Cl)c(=O)[nH]c1=O	107	5	97	101	102	104	97	49
O=C(O)C(Cc1ccccc1)N1CCS(=O)(=O)CC1 (stereo unspecified)	95	0	104	102	110	106	97	0
O=C(OCc1ccccc1)Oc1cncc(C(=O)O)c1	104	0	102	100	110	112	128	14
CCOc1nc(-c2ccccc2)ccc1-c1noc(-c2ccco2)n1	96	4	99	103	103	99	91	-1
O=C(Cn1nc(-c2ccccc2)c2ccccc2c1=O)Nc1ccc2c(c1)nc1n2CCOC1	107	0	103	107	110	113	94	-6
CC(=O)Oc1c(C(C)C)cc(N(C(C)=O)c2ccccc2)cc1C(C)C	97	3	121	98	108	96	83	-1
O=C(CCn1cccc1)Nc1cccc(F)c1	98	0	102	100	103	105	96	8
Cc1ccc(CCN2C(=O)c3ccccc3C2C(=O)NCc2cccnc2)cc1 (stereo unspecified)	103	0	115	100	113	102	108	2
COc1ccc(CNCC(O)(c2ccccc2)c2ccccc2)cc1OC	93	0	101	94	100	94	97	-5
CC(=NCCN1CCNCC1)C1=C(O)CC(C)(C)CC1=O	96	3	98	103	98	101	122	-7
COc1ccc(C(C)NC(=O)C2C(=O)NC3(C)CC2c2ccccc2O3)cc1 (stereo unspecified)	98	0	96	107	100	101	97	15
Cc1sc(/N=C/c2c(O)ccc3ccccc23)c(C#N)c1C	99	3	105	103	105	98	102	3
COc1cc(OC)c2ccc(=O)oc2c1C(CCN1CCCCC1)c1ccc(N(C)C)cc1 (stereo unspecified)	93	0	93	98	91	91	105	6
Cc1ccc(NC(=O)C2CC(=O)N/C(=N/N=C/c3ccco3)S2)cc1 (stereo unspecified)	102	0	91	92	104	101	99	19
Cc1ccc(S(=O)(=O)NCC(c2cccnc2)N2CCc3ccccc32)cc1 (stereo unspecified)	98	0	95	101	103	95	104	6
Cc1ccc(OCC(=O)N2CCN(C(=O)c3cccnc3)CC2)cc1	101	0	93	102	101	106	96	-5
CCC(C)Sc1nc2ccccc2c(=O)[nH]1 (stereo unspecified)	90	2	88	94	86	93	113	-7
COc1cccc(C2SCC(=O)N2c2cccc(C)c2)c1OC (stereo unspecified)	50*[may fluoresce violet]	2	84[may fluoresce violet]	155[may fluoresce violet]	20[may fluoresce violet]	?	89	7
COC(=O)C1C(=O)c2c([nH]c(C(=O)OCCOC(C)C)c2C)CC1C (stereo unspecified)	105	2	101	123	100	99	89	-2
CCOC(=O)c1cc(NC(=O)N(C)C2CCCCC2)c(C)nc1C	107	1	89	109	100	95	75	-6
COc1ccc([C@H]2CC(=O)C=C(c3ccccc3Oc3ccccc3)C2)cc1	101	60*	104	92	103	109	113	-1
COc1ccc(NC(=S)N2CCc3cc(OC)c(OC)cc3C2)cc1	108	0	124	112	111	114	95	9
O=C(O)CC[C@@H](C(=O)O)N1C(=O)c2ccccc2C1=O	94	3	121	92	84	86	89	21

Structures listed so far printed as active in GRK2 inh:
| canonical_smiles | RPL19A TOR yeast | GRK2 inh | LAP4-GFP MLPCN | MEP2-GFP yeast | AGP1 TOR yeast | CIT2-GFP yeast | VLA-4 inh |
| --- | --- | --- | --- | --- | --- | --- | --- |
| COc1ccc([C@H]2CC(=O)C=C(c3ccccc3Oc3ccccc3)C2)cc1 | 101 | 60* | 104 | 92 | 103 | 109 | -1 |

The list continues:
SMILES	RPL19A TOR yeast	GRK2 inh	LAP4-GFP MLPCN	MEP2-GFP yeast	AGP1 TOR yeast	CIT2-GFP yeast	Yeast superoxide	VLA-4 inh
O=C(Nc1ccccc1)N1CCC(C(=O)N(Cc2ccco2)Cc2cccs2)CC1	102	0	85	109	104	122	117	8
Cc1ccc(NC(=O)COC(=O)COc2ccc3ccc(=O)oc3c2)cc1[N+](=O)[O-]	102	2	101	109	105	111	92	3
CC(=O)N1c2ccc(S(=O)(=O)N3CCC(C(=O)NC(C)c4ccccc4)CC3)cc2CC1C (stereo unspecified)	107	0	108	109	106	104	99	14
COc1cccc(NC(=O)CNC(=O)Cn2cnc3sc4c(c3c2=O)CCCC4)c1	94	0	98	106	94	100	99	16
CC(=O)N1[C@H](Cc2ccccc2)C=C[C@]1(C)C(=O)NCc1ccccn1	109	1	117	101	92	95	105	2
Cn1cnc(S(=O)(=O)N2CCN(c3ccc(Cl)cc3)CC2)c1	98	0	96	93	99	97	86	-3
Cc1cc(C)c(S(=O)(=O)Nc2nnc(CC(C)C)s2)c(C)c1	100	1	96	91	89	87	107	9
CCOc1ncccc1C(=O)OCC(=O)NCCc1ccc(S(N)(=O)=O)cc1	95	4	96	98	100	97	88	-3
CC(Sc1nnc(-c2cccnc2)n1C)C(=O)N1CCOCC1 (stereo unspecified)	100	6	111	103	114	110	104	1
O=C(Nc1ccc(O)c(-c2nc3ccccc3s2)c1)C1=COCCO1	99	0	92	106	97	102	91	-6
COc1ccc(C2CC(=O)C(C=NCCO)=C(O)C2)cc1OC (stereo unspecified)	97	0	95	92	95	92	90	9
CN(C)/C=C1/Nc2ccccc2C1=O	95	2	106	97	93	98	113	-2
C/C(=N\NC(=O)C(N)=O)c1cccc(C(F)(F)F)c1	100	0	98	104	102	95	129	-3
CC1(C)CC(=O)c2cn3nc(C(F)(F)F)nc3nc2C1	103	3	99	107	103	103	82	-4
CC(C)CN(C(=O)Cn1c(Cl)nc2c1c(=O)n(C)c(=O)n2C)C1CCS(=O)(=O)C1 (stereo unspecified)	100	4	95	98	112	104	99	-1
C[C@@H]1CN([C@@H](C)CO)C(=O)c2cccc(NC(=O)Nc3ccccc3)c2O[C@H]1CN(C)C(=O)Nc1cccc2ccccc12	97	1	103	92	101	104	94	-6
CC1c2cc3c(cc2CCN1C(=O)c1cccc(Cl)c1)OCCCO3 (stereo unspecified)	101	4	97	107	95	103	102	4
COc1ccc(N2CCN(S(=O)(=O)c3c(C)[nH]c(C)c3C(=O)N3CCCC3)CC2)cc1	105	0	107	105	109	112	90	16
CCCCC(=O)Nc1cccc(NC(=O)c2cccnc2Cl)c1	96	1	107	98	105	96	104	-1
O=C(CN1CCc2ccccc21)NCc1ccccc1Cl	106	0	97	87	101	98	89	-3
CCOC(=O)c1ccc(NC2c3ccccc3C(=O)N2c2cccnc2)cc1 (stereo unspecified)	101	0	104	111	102	103	109	-10
O=[N+]([O-])c1ccccc1S(=O)(=O)Nc1cccc(-c2ccc3nncn3n2)c1	103	0	104	103	116	113	105	47
CC(NC(=O)C(NS(=O)(=O)c1cccs1)C(C)C)c1ccc(S(N)(=O)=O)cc1 (stereo unspecified)	103	0	111	108	104	95	82	1
COc1ccc(/C=C/C(=O)NCC(=O)N/N=C/c2ccc(OC)cc2)cc1	105	3	91	107	99	97	97	4
Cn1c(CN2CCOCC2)nnc1SCC(N)=O	102	16	93	100	103	/	93	-2
CCOc1ncccc1C(=O)OCC(=O)Nc1c(C)cccc1C	98	0	107	107	99	85	106	10
C[C@H](NC(=O)C1CCN(S(=O)(=O)c2ccccc2)CC1)C(=O)NCc1ccccc1	96	4	87	97	97	106	83	8
c1cnc(N2CCN(Cc3c[nH]c4ccccc34)CC2)nc1	103	0	121	101	108	106	88	6
CC(C)(C)c1ccc(/C=C/C(=O)Nc2cccnc2)cc1	98	0	101	101	87	85	95	6
Cc1nc(C(=O)NCC(=O)c2ccc(Cl)cc2)c(C(F)(F)F)o1	100	1	103	95	100	89	107	18
O=C(CSc1ccccc1C(=O)N1CCCCC1)NCC1CCCCC1	94	0	99	97	94	97	100	-1
Cc1ccc(NC(=O)CN2CCOCC2)cc1	89	1	89	91	93	94	100	-16
CSc1ccc(S(=O)(=O)N(CC(=O)NCc2ccccn2)c2ccc(C)cc2)cc1	105	0	96	111	98	101	100	15
Cc1ccc(OC(=O)c2cccc(S(=O)(=O)N3CCN(C)CC3)c2)c(Br)c1	98	6	109	102	99	102	97	-3
Cc1ccc(-c2noc(C3CCN(S(C)(=O)=O)CC3)n2)o1	98	1	91	98	96	105	102	8
O=C(O)C1CC(=O)N(c2ccc(OCc3ccccc3Cl)cc2)C1 (stereo unspecified)	96	6	101	106	97	96	107	-1
CCOC(=O)CNC(=O)CSc1nc(N(C)C)nc(N2CCOCC2)n1	101	3	104	110	105	101	105	32
COc1cc(OC)cc(C(=O)N=c2sc3ccccc3n2C)c1	100	0	96	97	98	100	87	-12
Cc1ccc(N2C(=O)C3CC(c4ccccc4)=C4C5C=CC(C6C(=O)N(c7ccc(C)cc7)C(=O)C56)C4C3C2=O)cc1 (stereo unspecified)	100	2	91	106	102	102	103	-9
Cc1ccc(CS(=O)(=O)Cc2ccc(C(=O)NCc3cccnc3)o2)cc1	105	3	104	107	107	/	85	8
O=C(Nc1ccnn1C1CCN(Cc2cc(Cl)ccc2O)CC1)c1cccnc1	104	0	98	105	101	101	75	5
CCN(CC(=O)Nc1c(F)cccc1F)C(=O)c1ccc(N2CCCC2=O)cc1	103	0	101	100	109	101	98	6
S=C(Nc1ccc(Cl)cc1Cl)N1CCCCC1	98	3	102	90	96	96	93	9
O=C(C=C1CCN(c2ncc(C(F)(F)F)cc2Cl)CC1)NNC(=O)Nc1ccc(Cl)cc1	98	2	90	99	104	106	93	18
COc1cccc(C(=O)NCC2(c3ccccc3)CCCC2)c1	104	2	96	95	102	95	105	34
O=[N+]([O-])c1ccc(Oc2cccc(C(F)(F)F)c2)nc1	96	0	104	93	103	100	112	1
CCc1ccc(-c2ccc3nnc(SCC(=O)NCC4CCCO4)n3n2)cc1 (stereo unspecified)	110	0	114	104	117	109	90	7
CCOC(=O)c1cc(-c2ccccc2C)nn1Cc1cc(CC)no1	103	1	112	94	85	77	111	30
COCCN(Cc1cc2cc3c(cc2nc1Cl)OCO3)C(=O)Nc1ccc(F)cc1	98	0	102	94	100	97	113	-4
CN(C)S(=O)(=O)c1cccc(NC(=O)COc2ccc(S(=O)(=O)N3CCOCC3)cc2Cl)c1	99	0	107	103	101	91	104	0
COc1ccc(-n2c(O)cnc2Nc2nc(C)cc(C)n2)cc1OC	101	4	112	105	99	99	94	4
CCCCn1nnnc1SCC(=O)N1CCCC1	94	0	97	94	96	102	89	-2
CC(C)c1ccc(NC(=O)c2cnn(-c3ccccc3)c2NC(=O)c2ccco2)cc1	106	1	106	107	102	104	136	22
CC1(c2ccccc2)ON(c2ccccc2C(F)(F)F)C1=O (stereo unspecified)	92	0	114	75	73	78	113	11
O=C(Nc1cccnc1)C1CCCN(S(=O)(=O)c2ccccc2)C1 (stereo unspecified)	100	2	104	103	/	113	104	8
CC1(C)CC(=O)C2=C(C1)N(c1cccc(O)c1)C1=C(C2)C(=O)CC(C)(C)C1	97	2	/	98	99	96	104	9
COc1ccc(S(=O)(=O)Nc2c(NC3CCCCC3)c3ccccc3oc2=O)cc1OC	99	4	97	104	103	100	94	-7
COc1cccc(N2C(=O)C(CC(=O)Nc3ccc(F)cc3)N(C3CCCCC3)C2=O)c1 (stereo unspecified)	104	0	103	105	114	107	95	6
CCC(CC)C(=O)Nc1nnc(SCC(=O)NC2CC2)s1	59[may fluoresce violet]	0	76[may fluoresce violet]	107[may fluoresce violet]	38[may fluoresce violet]	?	93	3
O=C(c1ccccc1)N1CCN(C(=O)c2ccncc2)CC1	99	0	94	101	101	/	108	0
